Assay outcomes (PubChem)
JMJD2E inh – inhibitors of human JMJD2E histone demethylase; Potency, µM (doses to about 57.1 µM), inactives show top-dose activity change, negative = inhibition, most hits filed as inhibitors; B2RXH2; AID 2147; JMJD2E catalytic domain, FDH-coupled NADH fluorescence (FDH is formaldehyde dehydrogenase); 230,000 tested, 1.6% active; active = well fitted inhibition curve with a large enough effect, not every such curve was filed as active; inconclusive = small, poorly fitted or top-dose-only effect, or another doubt; inactive = no such curve, though single readings can be large or run the other way;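 note: 0% = wells with enzyme and -100% = buffer wells without enzyme; nearly all actives have a fitted effect of over 50% in size; many of its hits are not listed in these tables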
Target sequence (B2RXH2 1-337 limits assumed): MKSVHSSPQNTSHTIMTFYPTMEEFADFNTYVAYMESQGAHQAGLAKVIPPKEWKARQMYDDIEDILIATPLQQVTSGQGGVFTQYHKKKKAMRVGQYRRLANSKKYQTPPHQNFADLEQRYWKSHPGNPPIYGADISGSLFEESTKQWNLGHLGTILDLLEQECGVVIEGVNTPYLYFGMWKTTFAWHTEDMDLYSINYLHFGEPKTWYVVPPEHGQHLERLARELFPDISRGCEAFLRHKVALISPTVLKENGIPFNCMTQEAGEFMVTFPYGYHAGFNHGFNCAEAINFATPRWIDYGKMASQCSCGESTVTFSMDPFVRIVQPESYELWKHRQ
SMN2 splice enh – increases expression of the SMN2 splice variant; HEK293 SMN2-luciferase splicing reporter, luminescence, 30-36 h; Potency, µM (series often up to 46.1 µM), inactives show at the highest dose activity change, positive = activation, hits mostly activators; 210,000 tested, 2.8% active; AID 1458; note: % of control where 0% means no effect; nearly all actives have a fitted effect of over 55% in size
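qHTS luciferase splicing reporter: luminescence rises when SMN2 exon 7 is included in transfected HEK293 cells. Compound exposure lasted 30-36 h at 37C, with 4.5 mM final sodium butyrate as control, followed by a ONE-Glo read.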
HttQ103 aggreg – reduces HttQ103-GFP aggregates in PC12 cells; 220,000 tested, 1.1% active; PC12 HttQ103-GFP aggregates, Acumen cytometry, 40 h; Potency, µM (series often up to 46.1 µM), for the others: top-dose activity change, negative = inhibition, most hits filed as inhibitors; note: % is set by controls: 0 for no effect and ±100 for the full control effect; nearly all actives have a fitted effect of over 60% in size
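Inducible Q103 Huntingtin exon 1–GFP PC12 line, 1500 cells/well in phenol red free DMEM with 5% equine and 5% calf serum. Tebufenozide 100 nM induced expression; compounds titrated; aggregates quantified by cytometry.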
Tau ThT inhib – blocks human tau fibril formation measured by thioflavin T. P10636. recombinant tau K18 P301L, heparin-induced fibrillization, ThT fluorescence. Potency, µM (series often up to 57.4 µM), inactives show at the top dose activity, negative = inhibition, hits mostly inhibitors. 270,000 tested, 2.1% active. AID 1460; note: % is set by controls: 0 for no effect and ±100 for the full control effect; nearly all actives have a fitted effect of over 55% in size
Target sequence (P10636 561-689 P618L limits assumed): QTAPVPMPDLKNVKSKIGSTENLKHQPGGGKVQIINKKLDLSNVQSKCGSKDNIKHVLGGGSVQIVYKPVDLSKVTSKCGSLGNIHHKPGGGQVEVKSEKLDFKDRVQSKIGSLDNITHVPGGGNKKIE
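Heparin-induced (20 uM) aggregation of recombinant human K18 P301L tau, 15 uM unlabeled with 0.24 uM labeled, pH 7 acetate buffer, 6 hr at 37 C with compound. Fibrils quantified by 30 uM ThT fluorescence after 1 hr ambient incubation.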
HTT cytoprotect – Huntington cell model cytoprotection by ATP luminescence | PC12 HTT-Q103 induced, cytoprotection, ATP luminescence, 40 h | Potency, µM (top dose mostly 56.4 µM), inactives show cytoprotection (ATP increase), most hits filed as activators | 230,000 tested, 0.14% active;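 note: % of control where 0% means no effect; nearly all actives have a fitted effect of over 45% in size; toxic huntingtin expression switched on by the ecdysone agonist tebufenozide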
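ATP quantification (ATPlite) reports survival of PC12 cells in which tebufenozide, 100 nM final, switches on Htt exon 1 with 103 glutamines linked to GFP; compounds are titrated.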
Tau fluor cs – counter-screen for tau fibril formation inhibitors | Potency, µM (highest dose often 57.7 µM), for inactives: at the top dose activity change, negative = decrease | AID 1463 | tau K18 P301L Alexa594 fluorescence, heparin fibrillization | 280,000 tested, 0.93% active; note: % is set by controls: 0 for no effect and ±100 for the full control effect; nearly all actives have a fitted effect of over 55% in size
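Human tau K18 P301L (15 uM unlabeled, 0.24 uM Alexa 594-labeled) in 100 mM sodium acetate pH 7 with 20 uM heparin, 6 hr at 37 C. ThT 30 uM added, 1 hr ambient; Alexa 594 FP and total fluorescence read at 555/632 nm.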
ALDH1A1 block – ALDH1A1 (human) enzyme inhibition; P00352; Potency, µM (highest dose often 75.3 µM), without a hit: at the top dose activity, negative = inhibition, actives largely listed as inhibitors; 220,000 tested, 7.3% active; Purified ALDH1A1, NADH fluorescence, propionaldehyde substrate; AID 1030; active = well fitted inhibition curve with a large enough effect, not every such curve was filed as active; inconclusive = small, poorly fitted or top-dose-only effect, or another doubt; inactive = no such curve, though single readings can be large or run the other way;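 note: plate controls were no enzyme wells and a reference inhibitor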
Target sequence (P00352 whole entry, looked up): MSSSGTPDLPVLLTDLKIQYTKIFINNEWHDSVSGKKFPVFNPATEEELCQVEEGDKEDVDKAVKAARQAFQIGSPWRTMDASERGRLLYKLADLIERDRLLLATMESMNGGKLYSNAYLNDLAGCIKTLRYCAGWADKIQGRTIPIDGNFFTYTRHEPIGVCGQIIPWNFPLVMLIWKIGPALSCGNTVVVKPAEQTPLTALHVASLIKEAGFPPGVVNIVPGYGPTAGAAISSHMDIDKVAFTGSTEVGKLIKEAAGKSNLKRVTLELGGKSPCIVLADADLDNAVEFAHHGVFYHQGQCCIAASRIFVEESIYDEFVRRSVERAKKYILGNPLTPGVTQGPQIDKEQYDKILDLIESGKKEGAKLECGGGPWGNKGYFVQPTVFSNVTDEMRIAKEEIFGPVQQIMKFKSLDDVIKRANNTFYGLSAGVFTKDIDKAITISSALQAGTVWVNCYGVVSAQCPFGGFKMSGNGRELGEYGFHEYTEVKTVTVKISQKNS
Tau fibril FP – inhibitors of human tau fibril formation | P10636 | K18 P301L tau heparin fibrillization, Alexa594 FP, 6 h | AID 1468 | 280,000 tested, 0.39% active | Potency, µM (doses to about 57.7 µM), inactives show at the highest dose activity, negative = inhibition, usual class: inhibitors; note: % is set by controls: 0 for no effect and ±100 for the full control effect; nearly all actives have a fitted effect of over 55% in size
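Human K18 P301L fragment (15 uM unlabeled plus 0.24 uM Alexa 594-labeled) in 100 mM sodium acetate pH 7 with compound, aggregation induced by 20 uM heparin for 6 hr at 37 C. ThT (30 uM) added for 1 hr, then Alexa 594 FP read.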
* marks the source's active call; other numbers are inactive results; ? = inconclusive; . = no result given; [ ] = remark or other dose. Unless noted, calls come from the whole dose curve; as a rule, active = well fitted curve in the direction sought with a large enough effect; inconclusive = small, poorly fitted or top-dose-only effect, or another doubt; inactive = no such curve, though single readings can be large; an effect the other way counts as inactive or inconclusive. Potency is the fitted concentration of half-maximal effect. The list is partial, so the mix of outcomes need not match the whole.

SMILES	JMJD2E inh	SMN2 splice enh	HttQ103 aggreg	Tau ThT inhib	HTT cytoprotect	Tau fluor cs	ALDH1A1 block	Tau fibril FP
O=C(NCCCN1CCCC1=O)c1ccc2c(c1)ncn2C1CCCCC1	1%	9%	2%	-6%	-14%	-8%	-2%	-14%
CCn1c(C)cc(/C=C2/SC(=S)NC2=O)c1C	5%	?	?	13µM*	-18%[10 µM]	-27%	?	0%
CCOc1ccc(OCC)c(S(=O)(=O)NCCOC23CC4CC(CC(C4)C2)C3)c1	0%	-51%[inhibitor]	?	-12%	0%[10 µM]	-15%	?	5%
CCOC(=O)c1c(C)[nH]c(C(=O)COC(=O)c2ccc(N3CCCC3=O)cc2)c1C	-4%	-4%	-13%	-6%	-2%[10 µM]	0%	-3%	-4%
O=C(Nc1ccccc1C(F)(F)F)NC1CCCCC1	6%	-15%	1%	-1%	-10%	-2%	-4%	-1%
CCOc1ccc(NC(=NCc2ccc3c(c2)OCO3)SC2CC(=O)N(c3ccc(C(=O)O)cc3)C2=O)cc1 (stereo unspecified)	-20%	18%	30%	?	.	-4%	4%	5%
COc1ccc(OC)c(NS(=O)(=O)c2ccc3c(c2)CCC(=O)N3)c1	6%	-2%	-9%	-4%	-5%	-2%	?	-4%
CCc1ccc(Oc2ncnc(N)c2[N+](=O)[O-])cc1	14%	-4%	21%	?	13%[10 µM]	-21%	-11%	0%
CN(CCCC(=O)NCc1ccco1)S(=O)(=O)c1ccccc1	-9%	-19%	1%	-9%	-7%[0.074 µM]	2%	1%	3%
COc1cccc(C(=O)Oc2cc(C)[nH]c(=O)c2[N+](=O)[O-])c1OC	2%	-2%	9%	-8%	.	-8%	12%	-11%
Clc1ccc(N2COC3c4cccc5cccc(c45)C32)cc1 (stereo unspecified)	-2%	-32%[inhibitor]	-10%	?	17%[10 µM]	-24%	-12%	-10%
Cc1cccc(-c2noc(-c3ccc(Cl)cc3[N+](=O)[O-])n2)c1	5%	?	-10%	?	3%[10 µM]	?	-1%	14%
COCCN=c1scc(-c2cc(OC)ccc2OC)n1/N=C/c1c[nH]c2ccccc12	?	-6%	?	?	?	7.9µM*[quencher]	-1%	-10%
CCO[C@H]1OC(C(=O)N2CCN(Cc3ccc4c(c3)OCO4)CC2)=C[C@@H](C2CC2)[C@@H]1CCCO	7%	.	-6%[9.22 µM]	-8%	0%[10 µM]	-1%	0%	-8%
CC(C)(C)c1ccc(/C=N/NC(=S)Nc2cccnc2)cc1	-10%	-1%	8%	-5%	-49%[inhibitor]	-7%	-5%	11%
COc1ccc(NCc2nnc(SCC(=O)Nc3cccc(C)c3)o2)cc1	-9%	-6%	10%	?	2%	-27%	2%	?
O=C(Nc1cc(C(F)(F)F)ccc1N1CCOCC1)c1cccnc1Cl	-7%	3%	3%	-11%	18%	-4%	8%	-6%
N[C@@H](Cn1c2c(c(=O)[nH]c1=O)CCC2)C(=O)O	.	.	.	-14%	-41%[inhibitor]	-26%	0%	?
Cc1ccc(-c2c[n+](CC(=O)Nc3ccccc3)c3n2CCC3)cc1	?	.	-11%[9.22 µM]	-5%	-1%[10 µM]	-14%	.	3%
O=C(NCc1ccco1)Nc1ccc(OC(F)(F)F)cc1	-8%	.	-17%[9.22 µM]	1%	-8%[10 µM]	-4%	11%	-6%
COc1ccccc1-n1nc(C)c(-c2ccccc2)c1N	0%	-11%	8%	2%	-48%[inhibitor]	3%	6%	4%
O=S(=O)(c1ccccc1)c1nc(Nc2cccc(O)c2)sc1Cl	2%	-26%	-2%	-7%	7%[10 µM]	?	-10%	1%
Cc1ccccc1CSCCNC(=O)CCSc1ccccc1	5%	-19%	7%	-18%	17%	-19%	7.1µM*	-7%
O=C(COc1ccc2oc3c(c2c1)CCCC3)Nc1ccc(Cl)cc1	.	-2%	.	-12%	.	-14%	.	-14%
COc1ccc(CCN2CC34C=CC(O3)C(C(=O)NCc3ccccc3Cl)C4C2=O)cc1OC (stereo unspecified)	3%	-5%	10%	-7%	-2%	-7%	3%	-2%
O=C(/C=C/c1ccc([N+](=O)[O-])cc1)NCc1ccc2c(c1)OCO2	-2%	.	2%[9.22 µM]	-3%	-14%[10 µM]	-5%	-8%	3%
CC(C)=NO[C@@H](C)c1cn([C@@H]2COC[C@@H]2O)nn1	.	.	.	-11%[11.5 µM]	-7%[10 µM]	-10%[11.6 µM]	15%[13.5 µM]	-5%[11.6 µM]
Cc1ccc(CNC(=O)C2C3C=CC4(CN(Cc5cccnc5)C(=O)C24)O3)cc1 (stereo unspecified)	8%	0%	-4%	-6%	-7%	-4%	13%	8%
CCN(CC)CCOC(=O)c1ccccc1Br	1%	-6%	1%	-7%	9%	-7%	5%	-7%
Cc1ccnc2nc(C(=O)N3CCN(S(=O)(=O)c4ccccc4)CC3)nn12	0%	-5%	13%	-1%	-15%[10 µM]	3%	7%	1%

Given comma-delimited: entries from further up
molecule,JMJD2E inh,SMN2 splice enh,HttQ103 aggreg,Tau ThT inhib,HTT cytoprotect,Tau fluor cs,ALDH1A1 block,Tau fibril FP
Cc1ccccc1CSCCNC(=O)CCSc1ccccc1,5%,-19%,7%,-18%,17%,-19%,7.1µM*,-7%
O=C(COc1ccc2oc3c(c2c1)CCCC3)Nc1ccc(Cl)cc1,.,-2%,.,-12%,.,-14%,.,-14%

(next part)
SMILES	JMJD2E inh	SMN2 splice enh	HttQ103 aggreg	Tau ThT inhib	HTT cytoprotect	Tau fluor cs	ALDH1A1 block	Tau fibril FP
c1ccc2nc(N3CCOCC3)cnc2c1	0%	14%	20%	-11%	-7%	-6%	7%	0%
O=C(O)C1Cc2[nH]cnc2C(c2cccc([N+](=O)[O-])c2)N1 (stereo unspecified)	?	0%	14%	-11%	-10%	0%	?	?
CCOC(=O)CSc1nc2ccc(N3CCOCC3)cc2c(=O)n1Cc1ccc2c(c1)OCO2	?	-7%	-4%	?	-6%	?	?	9%
CCCCCCCCNC(=O)c1ccc(C)cc1	0%	10%	-4%	-5%	-39%[inhibitor]	-3%	1%	2%
O=C(O)/C(=C\c1ccccc1OC(F)F)Sc1nnc(-c2ccc(F)cc2)o1	-8%	7%	30%	-10%	.	-25%	6%	-2%
CC1CCN(C(=O)COc2ccc(Nc3ccccc3)cc2)CC1	-4%	6%	14%	-17%	-13%	-25%	?	8%
Cc1ccc(-c2[nH]ncc2/C=N/n2c(C)nc3ccccc3c2=O)cc1	-3%	.	7%[9.22 µM]	-10%	2%[10 µM]	-24%	.	?
COC(=O)c1ccc2c(c1)N(Cc1ccccc1F)C(=O)c1ccccc1S2=O (stereo unspecified)	-7%	-12%	13%	3%	14%[10 µM]	0%	2%	3%
CCN(CC)C(=O)CSc1nnc(-n2nc(C)cc2C)c2ccccc12	6%	-2%	14%	-2%	-10%	4%	-4%	-4%
O=C1CC(/C=C/c2ccncc2)=Nc2ccccc2N1	-29%	-44%[inhibitor]	-7%	?	?	-11%	-9%	-4%
COc1cnc(SCC(=O)O)[nH]c1=O	3%	7%	-2%	8%	-9%	10%	6%	8%
O=C(CS(=O)(=O)Cc1ccccc1)N1CCc2ccccc21	3%	26%	-11%	-9%	-28%[10 µM]	-5%	-7%	-2%
CN(c1ccccc1)S(=O)(=O)c1cccc(NC(=O)CSc2nnc(N)s2)c1	7%	-47%[inhibitor]	-8%	-4%	10%[10 µM]	-24%	-14%	-14%
Cc1sc2nc(SCC(=O)c3cc(C)n(CC4CCCO4)c3C)n(C(C)C)c(=O)c2c1C (stereo unspecified)	-10%	-9%	7%	?	-23%	-21%	-9%	1%
CCOC(=O)N1CCN(c2cc(C)c([N+](=O)[O-])cc2F)CC1	-1%	-37%[inhibitor]	-33%	?	-24%	-20%	?	-7%
Cc1ccc(NC(=O)COC(=O)Cc2csc(-c3ccc(Cl)cc3)n2)cc1C	2%	1%	5%	-7%	-1%[10 µM]	-5%	7%	-1%
CCOC(=O)c1nnn(-c2nonc2N)c1COc1ccccc1	-3%	?	-8%	-13%	8%	-26%	?	4%
Cc1[nH]nc2c1/C(=N/O)CC(c1ccccc1)C2 (stereo unspecified)	10%	-13%	13µM*	2%	-32%[inhibitor]	0%	-11%	-14%
CCn1c(N2CCN(C(=O)NC3CCCCC3)CC2)nc2ccccc21	2%	-20%	16%	-4%	11%[10 µM]	4%	6%	-2%
Cc1cccc(Cc2c(C)nc3c(C(=O)NCc4ccco4)cnn3c2C)c1	?	-49%[inhibitor]	?	?	-12%[0.074 µM]	-9%	?	3%

Of the compounds above, eight contain an NH in an aromatic ring.
SMILES	JMJD2E inh	SMN2 splice enh	HttQ103 aggreg	Tau ThT inhib	HTT cytoprotect	Tau fluor cs	ALDH1A1 block	Tau fibril FP
CCOC(=O)c1c(C)[nH]c(C(=O)COC(=O)c2ccc(N3CCCC3=O)cc2)c1C	-4%	-4%	-13%	-6%	-2%[10 µM]	0%	-3%	-4%
COc1cccc(C(=O)Oc2cc(C)[nH]c(=O)c2[N+](=O)[O-])c1OC	2%	-2%	9%	-8%	.	-8%	12%	-11%
COCCN=c1scc(-c2cc(OC)ccc2OC)n1/N=C/c1c[nH]c2ccccc12	?	-6%	?	?	?	7.9µM*[quencher]	-1%	-10%
N[C@@H](Cn1c2c(c(=O)[nH]c1=O)CCC2)C(=O)O	.	.	.	-14%	-41%[inhibitor]	-26%	0%	?
O=C(O)C1Cc2[nH]cnc2C(c2cccc([N+](=O)[O-])c2)N1 (stereo unspecified)	?	0%	14%	-11%	-10%	0%	?	?
Cc1ccc(-c2[nH]ncc2/C=N/n2c(C)nc3ccccc3c2=O)cc1	-3%	.	7%[9.22 µM]	-10%	2%[10 µM]	-24%	.	?
COc1cnc(SCC(=O)O)[nH]c1=O	3%	7%	-2%	8%	-9%	10%	6%	8%
Cc1[nH]nc2c1/C(=N/O)CC(c1ccccc1)C2 (stereo unspecified)	10%	-13%	13µM*	2%	-32%[inhibitor]	0%	-11%	-14%
